# ERp5 inh: blocks human ERp5 reductase activity on insulin | Q15084 | ERp5 insulin aggregation, absorbance 650 nm, 90 min | inhibition, % at 9.99 µM | 350,000 tested, 0.05% active;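 active = mean replicate inhibition above about 25%, with every replicate also reaching it, limit read from the data, passing the limit was not always enough; inconclusive = only one of those two criteria met; inactive = neither criterion met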
# Target sequence (Q15084 whole entry, looked up): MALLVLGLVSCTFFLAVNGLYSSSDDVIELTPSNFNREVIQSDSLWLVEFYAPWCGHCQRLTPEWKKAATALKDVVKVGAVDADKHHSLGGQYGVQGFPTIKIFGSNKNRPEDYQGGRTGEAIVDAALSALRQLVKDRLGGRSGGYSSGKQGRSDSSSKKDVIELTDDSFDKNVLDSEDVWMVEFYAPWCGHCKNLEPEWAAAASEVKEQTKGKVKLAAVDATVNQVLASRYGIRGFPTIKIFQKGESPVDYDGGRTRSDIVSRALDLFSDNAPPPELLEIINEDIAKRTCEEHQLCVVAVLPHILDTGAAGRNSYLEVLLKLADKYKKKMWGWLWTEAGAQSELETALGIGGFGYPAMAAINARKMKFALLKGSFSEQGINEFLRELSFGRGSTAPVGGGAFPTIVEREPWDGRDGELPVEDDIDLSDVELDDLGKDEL
# SIRT5 block: sirtuin-5 (human) deacylase inhibition; Purified SirT5, succinyl-peptide AMC, trypsin-coupled fluorescence; inhibition, % at 15 µM; 330,000 tested, 1.1% active; in the data active = inhibition above about 15%; inconclusive = no clear call, values can overlap the other calls
# Target sequence (Q9NXA8 whole entry, looked up): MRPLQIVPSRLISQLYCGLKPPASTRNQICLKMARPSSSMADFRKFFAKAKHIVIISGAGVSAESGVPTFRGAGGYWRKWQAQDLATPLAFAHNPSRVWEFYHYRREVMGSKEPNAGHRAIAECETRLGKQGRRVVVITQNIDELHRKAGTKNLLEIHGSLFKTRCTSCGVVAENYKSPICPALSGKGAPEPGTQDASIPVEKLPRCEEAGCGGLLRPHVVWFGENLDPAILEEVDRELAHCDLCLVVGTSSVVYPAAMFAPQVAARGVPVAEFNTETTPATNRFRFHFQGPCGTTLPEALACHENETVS
# esBAF inh: inhibitors of esBAF chromatin remodeling in mouse ES cells; 350,000 tested, 2% active; Bmi1-luciferase knock-in reporter, 24 h; 100% = twice the neutral-well signal; reporter increase, % at 12.5 µM; in the data active = activation above about 40%; inconclusive = no clear call, values can overlap the other calls;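 also: 0% = median of the plate's neutral control wells and 100% = double that signal; a rise in the Bmi1 reporter signal indicates esBAF inhibition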
# Statin myotox sup: suppression of simvastatin myotoxicity. 330,000 tested, 0.78% active. rescue of ATP level, % at 7.49 µM. C2C12 myotubes + simvastatin, ATP luminescence, 48 h; scaled: DMSO 0, geranylgeraniol control 100;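 active = mean ATP rescue above about 67%, or every replicate alone reaching that limit, limit read from the data, passing the limit was not always enough; inconclusive = no clear call, values can overlap the other calls; inactive = mean under the limit and some replicate under it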;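 also: myotubes were challenged with 10 µM simvastatin during compound exposure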
# miR122 inh: blocks miR-122 activity in Huh7 sensor cells | AID 602342 | Huh7 miR-122 Renilla luciferase sensor, 48 h; neutral wells = 0, positive control = 100 | activation (reporter increase), % at 12.5 µM | 340,000 tested, 0.3% active;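 active = mean replicate activation score at least 90 and every replicate individually at or above 90; inconclusive = only one of the two criteria met; inactive = neither criterion met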;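 also: higher luciferase means less miR-122 activity so hits act as miR-122 inhibitors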
# ARNT-TACC3 inh: disruptors of human ARNT/TACC3 interaction; 390,000 tested, 0.66% active; Q9Y6A5; AlphaScreen His-ARNT PAS-B/GST-TACC3 binding, luminescence; TACC3 fragment carries E629A point mutation; inhibition, % at 9.99 µM; AID 623870;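 active = mean inhibition of replicates at least 50% and at least half of replicates each reaching 50%; inconclusive = half or more replicates reach 50% but mean below 50%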;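 also: 0% = complete ARNT plus TACC3 wells and 100% = ARNT alone without TACC3; many hits fall short of the cut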
# Cneo AK release: causes C. neoformans cell lysis; adenylate kinase release luminescence, 4 h; normalised: neutral wells 0, clomiphene wells 100; lysis activity, % at 15 µM; 360,000 tested, 0.2% active; AID 651654;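 active = mean lysis activity across replicates of at least 80%, whatever share of replicates individually reach that level; inactive = mean lysis activity below 80%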
#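 Material: C. neoformans cells; Schedule: 4 h static compound exposure, 37 °C, read 1 h post-reagent; Measured by: adenylate kinase release luminescence; Read-out: signal increase indicating cell lysis; Controls: Clomiphene as positive lysis control.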
# * = called active by the depositor; u = inconclusive; x = no result given; [ ] = remark or other dose.
SMILES,ERp5 inh,SIRT5 block,esBAF inh,Statin myotox sup,miR122 inh,ARNT-TACC3 inh,Cneo AK release
CNC[C@H]1OCCCC[C@H](C)Oc2ccc(NS(=O)(=O)c3ccc(OC)cc3)cc2C(=O)N([C@@H](C)CO)C[C@@H]1C,-0.2,8.4,-5.6,-27.5,-0.2[16.7 µM],21.2,1.5
CN(C)c1ccc(-c2nnn(CC(=O)Nc3ccc4c(c3)OCCO4)n2)cc1,0.4,-3.2,x,x,-1.9,-3.8,x
CCCNC(=O)N(C)C[C@@H]1Oc2cc(-c3ccccc3)ccc2S(=O)(=O)N([C@@H](C)CO)C[C@H]1C,9.4,5.5,1.9,-39.2,10.5[16.7 µM],5.8,3.3
COc1ccccc1NC(=O)N[C@@H]1CC[C@H](CC(=O)N[C@H](C)c2ccccc2)O[C@@H]1CO,-3.0,2.3,4.6,15.0,x,4.5,8.2
C[C@@H]1CCCCO[C@@H](CN(C)C(=O)Cc2ccccc2)[C@H](C)CN([C@H](C)CO)C(=O)c2cc(NC(=O)Cc3ccccc3)ccc2O1,4.1,6.0,13.5,-72.5,-4.2[16.7 µM],-9.9,-0.3
C[C@H]1CN([C@@H](C)CO)C(=O)Cc2cc(NC(=O)CCCCCC(=O)Nc3ccccc3N)ccc2O[C@@H]1CN(C)Cc1ccc2c(c1)OCO2,-5.1,x,-0.3,48.8,-10.2[16.7 µM],-5.3,0.6
O=C(O)c1n[nH]c2ccccc12,x,x,0.8,6.8,-2.7,-13.6,-1.3
O=C(/C=C/c1c(F)cccc1Cl)NCCCN1CCOCC1,5.6,-2.4,2.5,-1.5,-1.7,1.2,0.7
O=C(OCn1nnc2ccccc2c1=O)c1cccnc1Cl,x,x,-5.1,17.2,10.7,-6.4,-0.3
O=C(CN1CCN(CCO)CC1)Nc1ccccc1,x,x,-5.9,14.4,-19.2,-10.2,4.2
CO[C@H]1CN(C)C(=O)c2cc(NC(=O)Nc3ccc(Cl)cc3)ccc2OC[C@H](C)N(C(=O)Nc2c(C)noc2C)C[C@@H]1C,x,x,12.4,33.3,-28.5[16.7 µM],-1.3,-1.2
Cc1ccc(C)c(NC(=O)c2cnn(-c3ccccc3)c2C)c1,-0.9,-8.9,27.2,-3.8,3.1,-20.9,-1.5
O=S(=O)(c1ccc(S(=O)(=O)N2CCC3(CC2)OCCO3)cc1)N1CCCC1,9.4,-2.2,x,x,1.4,-8.7,0.4
CSc1cccc(NC(=S)N(C(C)C)C(C)c2ccccn2)c1 (configuration not stated),-1.4,3.3,1.6,13.5,-1.8,19.0,x
Cc1cc(NC(=O)c2ocnc2C)no1,x,x,-9.4,-6.0,x,1.6,1.6
O=C(NCCO)C1CCN(C(=O)c2ccc(-c3ccccc3)cc2)CC1,1.4,-0.9,x,x,x,-3.8,x
Cc1ccc(S(=O)(=O)NC(=O)Nc2nccs2)cc1,2.7,-5.7,2.3,0.3,1.9,-8.0,-1.7
COc1ccc(C(=O)Nc2ccnn2C2CCN(C3CCC3)CC2)cc1,-0.5,-1.9,0.8,8.4,-3.2,-25.8,-2.4
Cn1c(-c2ccccc2)cc2c3no[n+]([O-])c3ccc21,x,x,-74.3,-29.1,-16.4,-3.9,x
N#Cc1c(-c2ccco2)cc(-c2ccccn2)nc1N,x,x,12.7,-12.9,5.3,17.4,-1.2
COc1ccc(CCCC(=O)N/N=C/c2ccc(C)cc2)cc1,-4.4,-1.4,x,x,x,-2.3,x
O=C(O)/C=C/C(=O)N1CCN(c2ccc(F)cc2)CC1,u,-6.5,x,x,x,1.9,x
C[C@@H]1CN([C@@H](C)CO)C(=O)c2cc(NC(=O)CCC(F)(F)F)ccc2O[C@@H]1CN(C)Cc1ccccc1,-0.1,2.5,-5.3,4.4,9.7[16.7 µM],-3.6,-0.4
O=C(CSc1nccc(=O)[nH]1)c1ccco1,-1.6,-1.1,x,x,x,11.1,x

# Complete entries, quoted from the list. Screens in order: ERp5 inh, SIRT5 block, esBAF inh, Statin myotox sup, miR122 inh, ARNT-TACC3 inh, Cneo AK release
# COc1ccc(CCCC(=O)N/N=C/c2ccc(C)cc2)cc1 across the screens: -4.4, -1.4, x, x, x, -2.3, x
# C[C@@H]1CN([C@@H](C)CO)C(=O)c2cc(NC(=O)CCC(F)(F)F)ccc2O[C@@H]1CN(C)Cc1ccccc1 across the screens: -0.1, 2.5, -5.3, 4.4, 9.7[16.7 µM], -3.6, -0.4
# O=S(=O)(c1ccc(S(=O)(=O)N2CCC3(CC2)OCCO3)cc1)N1CCCC1 across the screens: 9.4, -2.2, x, x, 1.4, -8.7, 0.4

# (continued)
SMILES,ERp5 inh,SIRT5 block,esBAF inh,Statin myotox sup,miR122 inh,ARNT-TACC3 inh,Cneo AK release
O=C(COc1ccc(Cl)cc1)Nc1cccc(S(=O)(=O)NC2=NCCCCC2)c1,-3.2,-2.7,-1.0,2.1,-3.0,0.6,-0.2
CCN(CC)Cc1c(C(=O)N/N=C/c2cccs2)nnn1-c1nonc1N,0.7,-3.4,-9.4,7.2,0.7,-3.0,-1.8
C[C@@H]1CN([C@H](C)CO)C(=O)c2cccc(NC(=O)C3CC3)c2O[C@H]1CN(C)C(=O)Nc1ccc2c(c1)OCO2,-0.1,-0.6,-3.6,2.2,0.5[16.7 µM],0.7,-1.6
COc1ccccc1S(=O)(=O)N1C[C@H](O)COC[C@H]2O[C@@H](CC(=O)O)CC[C@@H]21,35.9*,-2.3,-12.2,-5.2,2.8[16.7 µM],x,0.0
Cc1cc(C)nc(SCC(=O)c2ccc3c(c2)OCCO3)n1,4.1,-2.8,4.7,4.2,3.4,-32.3,1.8
COc1ccc(NC(=O)c2cc(-c3cc(F)ccc3OC)n[nH]2)cn1,-2.1,x,15.4,-30.8,-6.7,x,0.0
CC(=O)OCc1cc2cc(C)ccc2[nH]c1=O,x,x,-4.2,3.1,x,-2.6,-0.1
O=C(CNS(=O)(=O)c1ccccc1)Nc1ccc(C(F)(F)F)cc1,x,x,13.5,17.5,5.1,-6.8,-0.6
O=C(CN1C(=O)c2ccccc2C1=O)Nc1cccc(O)c1,0.6,-6.7,-7.7,-1.6,-6.4,0.7,-1.9
COC(=O)C1=C(C(=O)OC)[C@@H]2Nc3ccccc3[C@@]23C[C@@H](C(=O)OC)N(C(=O)c2ccco2)C3=N1,-2.0,-3.0,4.5,15.0,x,x,0.2
CCC(=O)Nc1ccc(Nc2nc(Cl)nc(Nc3ccc(NC(=O)CC)cc3)n2)cc1,-7.4,-7.8,x,x,x,-0.7,x
C[C@H](CO)N1C[C@H](C)[C@H](CN(C)Cc2ccccn2)Oc2cc(-c3cncnc3)ccc2S1(=O)=O,10.5,-0.9,-1.5,17.6,-6.3[16.7 µM],-1.0,-12.1
CNC[C@@H]1Oc2ccc(NS(=O)(=O)c3cn(C)cn3)cc2CC(=O)N([C@@H](C)CO)C[C@@H]1C,-6.5,-1.5,-0.9,34.1,2.0[16.7 µM],0.1,0.1
C[C@H]1CCCCO[C@H](CN(C)C(=O)Nc2ccc(F)cc2)[C@@H](C)CN([C@@H](C)CO)C(=O)c2cc(NC(=O)NC3CCCCC3)ccc2O1,-0.7,1.9,1.6,x,-2.3[16.7 µM],-4.4,3.3
C[C@H](CO)N1C[C@H](C)[C@@H](CN(C)Cc2ccc(C(=O)O)cc2)Oc2ccc(NC(=O)Nc3ccc4c(c3)OCO4)cc2CC1=O,3.4,0.1,2.2,-9.3,-1.6[16.7 µM],5.9,56.8
CCn1c(SCc2nc3ccccc3s2)nnc1-c1cccs1,x,x,50.4*,-12.1,18.5,-3.6,-0.8
CC(=O)NCCNc1nc2cc(-c3ccc(C)cc3)sc2c(=O)n1C,-9.9,1.0,53.5*,-6.3,-0.9,x,-4.0
C[C@H]1CN([C@@H](C)CO)S(=O)(=O)c2ccc(C3=CCCCC3)cc2O[C@H]1CN(C)C(=O)Nc1ccc2c(c1)OCO2,-2.4,1.4,12.5,28.9,22.1[16.7 µM],34.7,-1.6
O=C(Nc1ccccc1C(F)(F)F)c1cc(-c2ccccc2O)on1,x,x,31.1,-7.8,x,-9.8,1.9
CCOC(=O)c1cc(-c2csc(-c3ccc(C(C)(C)C)cc3)n2)on1,1.9,-2.2,x,x,x,-1.6,x
O=C(c1cccnc1)N1C[C@H]2[C@@H](c3ccccc31)[C@@H](CO)N2C(=O)C1CCCC1,-0.1,0.7,-0.6,-6.9,10.0[16.7 µM],-9.6,-5.2
COc1ccc(/C=N/NC(=O)Cc2csc(Nc3cccc(C(F)(F)F)c3)n2)cc1C,x,x,6.7,27.4,3.1,-0.5,0.2
C/C(=N\NC(=O)c1ccc2ccccc2c1)c1cccs1,5.1,3.6,5.0,-13.7,-6.3,-7.2,-9.4
CC(C)(C)n1nc2c(c1NC(=O)Cc1ccc(F)cc1)CS(=O)(=O)C2,6.1,1.5,-0.6,-11.5,-6.6,-4.4,-1.0
Cc1ccc(C)c2[nH]c(=O)c(CN(Cc3nnnn3C3CCCCC3)CC3CCCO3)cc12 (configuration not stated),-0.8,-1.2,7.9,12.6,x,3.3,0.0
COc1ccc([C@H]2C[C@H](O)[C@@H](n3cc(-c4ccc(F)cc4)nn3)CN2CC2CCCCC2)cc1,2.1,-3.4,-1.7,0.0,-6.8,x,-1.7
CC1CC(C)CN(C(=S)SCc2nc(N)nc(Nc3ccccc3)n2)C1 (configuration not stated),2.9,-1.2,x,x,x,3.7,x
Cc1ccc(C2CCN(C(=O)Nc3ccc(F)cc3)C2)cc1 (configuration not stated),2.3,-8.0,63.2*,-21.4,-0.6,-2.5,0.3
COc1ccc(S(=O)(=O)N[C@H]2C=C[C@H](CC(=O)N3CCN(c4ccccc4)CC3)O[C@@H]2CO)cc1,-5.6,1.4,2.7,2.4,x,-13.8,1.9
O=C(NCCc1ccccc1)c1ccc2nc(-c3ccco3)c(-c3ccco3)nc2c1,x,x,-2.4,-42.4,2.3,-3.7,-4.6
COc1ccc(CCNC(=O)C2CCC(CNS(=O)(=O)c3ccc(F)cc3)CC2)cc1OC (configuration not stated),-2.0,-0.2,x,x,x,-2.3,x
CCCCN(CCCNC(=O)c1ccc(CS(=O)(=O)c2c(Cl)cccc2Cl)o1)Cc1ccccc1,4.1,-10.5,2.0,-7.0,-8.4,6.3,-3.1
CC1CCCN(C(=O)C2CCN(CC(C)c3ccccc3)CC2)C1 (configuration not stated),x,x,-1.4,-7.1,1.1,-7.3,-1.2
Nc1c2c(nn1-c1ccc(F)cc1)CSC2,-0.8,-3.4,2.6,8.5,-2.7,-3.5,-0.8
CC(C)(C)OC(=O)N(CCc1ccccc1)Cc1ccc(OCc2cccc(NC(=O)C3CCCC3)c2)cc1,1.1,-7.6,5.7,-10.7,-6.8,-11.4,-0.9
Cc1cc(O)c(NC(=O)c2ccc(Br)o2)cc1C,x,x,67.0*,18.9,5.5,4.0,-0.8
O=C(NCc1ccncc1)C(=O)N/N=C/c1ccc(OCc2ccccc2)cc1,-1.5,4.1,x,x,x,-5.6,x
Cc1ccc2c(c1)nnn2C1CCN(CC(=O)NCCc2nc3ccccc3[nH]2)CC1,x,x,-2.2,0.0,x,3.8,-0.7
CCOc1ccccc1NC(=O)C1CCCN(S(=O)(=O)c2ccc3c(c2)CCCN3C(C)=O)C1 (configuration not stated),4.4,-32.8,0.1,1.7,5.3,x,-1.6
COc1ccc(-c2noc(CN3CCCCC3c3nccn3C)n2)cc1 (configuration not stated),-4.4,2.1,x,x,-3.8,1.7,19.6
COc1ccc(C(=O)Nc2ccc(Cl)c(S(=O)(=O)Nc3ccccc3OC)c2)cc1,x,x,x,x,51.4,-4.8,-1.4
Brc1ccc(-c2nc3ncccn3c2NC2CCCCC2)o1,x,x,-14.2,8.7,0.3,-1.8,0.8

# Compound activity: PubChem BioAssay, Broad Institute

# Hits appear at their usual frequency; any-hit rate near 4%.
